# SENP7 inh = SENP7 protease inhibitors, primary screen, biochemical, luminescence, uHTS. 330,000 tested, 1.5% active. inhibition, % at 5 µM. Sentrin-specific protease 7 (Homo sapiens), Q9BQF6. recombinant SENP7, Z-RLRGG-aminoluciferin luminescence, 40 min;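 active = inhibition above about 50% at the single test dose, limit read from the data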;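 also: plate controls were DMSO with enzyme for no effect and no enzyme buffer wells for full effect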
# Target sequence (Q9BQF6 706-1050 limits assumed): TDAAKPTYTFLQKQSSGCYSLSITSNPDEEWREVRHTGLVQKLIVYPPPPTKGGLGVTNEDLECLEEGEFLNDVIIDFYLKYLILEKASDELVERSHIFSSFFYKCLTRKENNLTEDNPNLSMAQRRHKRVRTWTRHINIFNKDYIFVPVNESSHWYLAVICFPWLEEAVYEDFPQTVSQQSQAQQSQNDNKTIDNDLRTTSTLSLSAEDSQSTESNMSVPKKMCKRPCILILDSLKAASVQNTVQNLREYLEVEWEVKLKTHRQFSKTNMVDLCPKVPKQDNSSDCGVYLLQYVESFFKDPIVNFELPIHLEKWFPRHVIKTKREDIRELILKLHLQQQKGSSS
# MPTP inh = mitochondrial permeability transition pore inhibitors, primary screen, biochemical, isolated mouse mitochondria, absorbance; Ca2+ swelling absorbance, 30 min; inhibition, % at 10 µM; 360,000 tested, 1.4% active;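 active = inhibition of 50% or more, scaled per plate between neutral and stimulator controls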;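 also: 0% = DMSO wells given calcium and 100% = 1 mM EGTA wells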
# ATG4B inh = ATG4B protease inhibitors, primary screen, biochemical, fluorescence, uHTS. ATG4B cleavage of LC3-PLA2, NBD-HPC fluorescence, 1 h. inhibition, % at 8.33 µM. 340,000 tested, 0.51% active. AID 504462, 2011; in the data active = inhibition above about 40%
# Target sequence (Q9Y4P1 whole entry, looked up): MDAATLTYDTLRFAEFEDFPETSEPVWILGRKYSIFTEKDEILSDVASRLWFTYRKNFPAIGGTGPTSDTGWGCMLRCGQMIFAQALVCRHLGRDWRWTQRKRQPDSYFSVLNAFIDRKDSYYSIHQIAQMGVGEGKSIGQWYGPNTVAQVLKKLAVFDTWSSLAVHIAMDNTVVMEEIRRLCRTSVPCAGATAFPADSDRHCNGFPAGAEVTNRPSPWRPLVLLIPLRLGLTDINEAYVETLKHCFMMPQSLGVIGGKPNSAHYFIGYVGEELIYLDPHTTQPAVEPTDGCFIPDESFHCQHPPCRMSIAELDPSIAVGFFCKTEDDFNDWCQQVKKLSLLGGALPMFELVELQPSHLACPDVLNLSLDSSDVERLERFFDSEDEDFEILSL
# NR3A LBD binder = binders of NR3A ligand-binding domain, primary screen, biophysical, differential scanning fluorimetry, uHTS. NR3A LBD differential scanning fluorimetry, Tm shift; 0% = protein alone, 100% = glycine-bound protein. Glutamate receptor ionotropic, NMDA 3A (GRIN3A) ligand-binding domain. Tm shift relative to glycine control, % at 25 µM. 340,000 tested, 2.5% active;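 active = melting temperature shift of at least 10% of the positive control shift, at one fixed dose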
# SENP8 inh = human SENP8 protease inhibitors, primary screen, biochemical, fluorescence, Nedd8 protein substrate, uHTS; inhibition, % at 20 µM; Sentrin-specific protease 8 (Homo sapiens), Q96LD8; AID 602440, 2012; recombinant SENP8; 360,000 tested, 0.64% active; in the data active = inhibition mostly above about 40%, no sharp cut-off; inactive = mostly below about 27%
# Target sequence (Q96LD8 whole entry, looked up): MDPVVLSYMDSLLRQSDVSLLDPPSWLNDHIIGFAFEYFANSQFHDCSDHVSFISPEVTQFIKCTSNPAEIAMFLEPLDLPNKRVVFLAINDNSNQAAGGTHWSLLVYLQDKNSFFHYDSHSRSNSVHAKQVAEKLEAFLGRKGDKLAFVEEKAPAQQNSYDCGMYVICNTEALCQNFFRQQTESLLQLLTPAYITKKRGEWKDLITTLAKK
# HKDC1 inh = HKDC1 hexokinase inhibitors, primary screen, biochemical, fluorescence, uHTS. Q2TB90. recombinant HKDC1, G6PDH/diaphorase resazurin coupled fluorescence. inhibition, % at 20 µM. 340,000 tested, 0.16% active;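 active = inhibition above about 35% when tested at 20 µM, limit read from the data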;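 also: plate controls were DMSO wells with enzyme for no effect and DMSO wells lacking enzyme for full effect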
#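 System: Recombinant HKDC1 hexokinase | Amount: HKDC1 at 5 µg/mL | Reagent: Glucose with 1 mM ATP | Doses: Single 20 µM dose | Incubation: Reaction time 90 min, room temperature, protected from light | Signal: Coupled resazurin fluorescence, excitation 525 nm, emission 613 nm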
# PfG6PD inh = PfG6PD enzyme inhibitors, primary screen, biochemical, fluorescence intensity, uHTS | inhibition, % at 20 µM | PfGluPho enzyme, NADPH resazurin-diaphorase fluorescence | AID 504690, 2011 | 350,000 tested, 0.78% active | glucose-6-phosphate dehydrogenase-6-phosphogluconolactonase (Plasmodium falciparum 3D7);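 active = inhibition reaching at least a set limit at 20 µM in the primary screen, cut at about 59% in these data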;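 also: 0% = DMSO wells with substrate and 100% = DMSO wells lacking glucose-6-phosphate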
# SENP6 block = SENP6 protease inhibitors, primary screen, biochemical, luminescence, uHTS; Recombinant SENP6 catalytic domain, aminoluciferin luminescence; Sentrin-specific protease 6 (Homo sapiens), Q9GZR1; inhibition, % at 10 µM; AID 2599, 2010; 330,000 tested, 1.8% active;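 active = inhibition above about 50% at the single tested dose, limit read from the data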;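 also: plate controls were DMSO wells with enzyme for no effect and DMSO wells lacking enzyme for full effect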
# Starred values were filed as active, the others as inactive; nt = no result given.
molecule	SENP7 inh	MPTP inh	ATG4B inh	NR3A LBD binder	SENP8 inh	HKDC1 inh	PfG6PD inh	SENP6 block
Cc1ccccc1-c1cc(C(=O)NCc2cccs2)nn1CC1CC(c2cccc([N+](=O)[O-])c2)=NO1 (stereo unspecified)	12	-1.3	8	-10	15	-1	5	-7
O=c1cc(C(Cl)(Cl)Cl)oc2c1ccc1ccccc12	-2	-1.3	-5	2	-21	11	-18	1
O=C(Nc1nc2c(Cl)ccc(Cl)c2s1)c1ccco1	-1	2.5	-3	-4	-339	2	-25	22
O=C1CSC(c2ccccn2)N1c1ccc2ccccc2c1 (stereo unspecified)	-10	0.8	-7	3	31	-4	-6	-9
CCCCN(CCCC)c1nc2ccccc2nc1NS(=O)(=O)c1ccc(NC(C)=O)cc1	11	8.5	-9	9	-348	4	2	16
COc1ccc(C2CCN(CC(=O)N(C)C)CC2O)cc1 (stereo unspecified)	3	0.4	1	0	15	0	-8	-27
CCOc1ccccc1NC(=O)COC(=O)CN(C)S(=O)(=O)c1ccc(C)cc1	8	14	-2	-1	3	-5	0	-5
CCCCc1cc(=O)oc2cc(C)cc(OC(C)C(=O)NCc3ccccn3)c12 (stereo unspecified)	1	-1.6	-11	0	-156	3	9	14
COc1ccc(-n2nc([N+](=O)[O-])c(=NCCCN3CCCC3=O)n2O)cc1	5	0.0	1	0	24	-6	4	-4
O=C(NCCCCc1ccccc1)c1ccccc1F	11	0.2	1	3	6	-4	-3	-9
Cc1ccc(-c2c(C#N)c(N)nc3c2CCCC3)s1	0	2.5	8	-1	-319	-2	-8	-6
CCCCOC(=O)Nc1nnc(CCOCC)s1	1	0.6	-2	-2	26	-6	-1	2
COC(=O)C1CCN(C(=O)COC(=O)c2oc3ccccc3c2C)CC1	4	1.9	2	17*	14	1	-3	2
Cc1c(-n2c(SCC(=O)O)nnc2-c2ccccc2Br)c(=O)n(-c2ccccc2)n1C	1	-0.4	-1	0	9	-9	-1	-1
O=C(CCS(=O)(=O)Cc1ccccc1F)NCCCN1CCCCC1	-2	-5.2	0	0	18	-12	-11	12
O=C(Cn1c(O)c(/C=C2\C=Nc3ccccc32)sc1=O)N1CCOCC1	4	0.0	-4	-2	-12	-10	-7	-15
CCN(/N=C/c1ccc(Cl)cc1)c1cc(=O)n(C)c(=O)[nH]1	4	1.1	2	1	-161	-18	-7	8
O=C(O)c1ccc(NC(=O)c2cn(-c3ccccc3)nc2-c2ccccc2)cc1	0	-0.8	2	0	3	-11	19	-18
CC(C)C(=O)Nc1ccc(N2CCN(S(C)(=O)=O)CC2)cc1	-8	-1.6	4	3	39	-6	-1	-6
CCOc1ccc(OCCN2C(=O)NC(Cc3c[nH]c4ccccc34)C2=O)cc1 (stereo unspecified)	-3	1.1	-8	-2	8	-2	-16	9
COc1ccccc1CNC(=O)COC(=O)CCC(=O)c1cccs1	-4	1.1	-2	-2	0	-6	31	2
CCCN=C1CC(C)(C)CC(=O)/C1=C(/O)CCC	-7	3.8	-3	1	10	-4	-2	1
COc1ccc(C(=O)C2CCCN(C(=O)c3ccc4cc[nH]c4c3)C2)c(C)c1 (stereo unspecified)	-2	6.2	0	-1	-5	1	8	-37
O=C(COc1ncnc2ccc(Br)cc12)N1CCOCC1	-4	-1.6	-5	2	29	-1	6	1
O=C(c1ccccc1)c1ccc(OCC(O)CN2CCN(S(=O)(=O)N3CCCCC3)CC2)cc1 (stereo unspecified)	-7	2.0	-22	1	13	3	-6	11
Cc1cccc(C(=O)NCC(=O)NC(C)CCc2ccccc2)c1 (stereo unspecified)	-4	0.7	-5	1	4	-1	-3	3
CCN(CC(=O)NCc1ccc(Cl)cc1)C(=O)C(C)Sc1ccccc1 (stereo unspecified)	-9	-0.1	3	3	-3	-6	-1	-23
O=S(=O)(NC1CCCCCC1)c1ccc(Br)s1	0	-0.8	13	5	31	1	-13	-8
Cn1cc(Cl)c(C(=O)Nc2cnn(Cc3ccc(F)cc3)c2)n1	-5	0.3	14	-1	16	-2	10	-23
CNC(=O)N/N=C(\N)c1ccccn1	-5	-0.1	-4	-1	3	-3	-9	-14
Cc1ccccc1-c1nn(-c2ccc(F)cc2F)cc1CNCC(C)O (stereo unspecified)	-1	-0.7	12	0	20	-7	1	-8
O=C(Nc1ccc(NC(=O)C23CC4CC(CC(C4)C2)C3)cn1)c1ccco1	-12	-0.9	-1	-23	22	-3	20	-17
Cc1cc(F)ccc1S(=O)(=O)Nc1ncnc2scc(-c3ccc(F)cc3)c12	-8	7.7	4	10*	10	17	-11	-14
CCn1c(-c2ccc(OC)c(OC)c2)n[nH]c1=S	1	-1.4	1	2	6	1	15	0
O=C(CN(Cc1ccccc1Cl)C(=O)c1csnn1)NC1CCCC1	3	0.0	0	-2	12	4	-10	4
CC(=O)Nc1nc(C2COc3ccccc3O2)cs1 (stereo unspecified)	2	-0.2	2	1	11	-8	10	17
COc1cccc(-n2c(=O)[nH]cc(C(=O)Nc3ccc(NC(C)=O)cc3)c2=O)c1	-2	-1.4	-1	1	-2	-1	-1	0
CCc1ccc(CN2CCC(Oc3ccc(C(=O)N4CCCC4)cc3)CC2)cc1	0	-0.3	27	3	5	-1	3	-20
O=C(O)c1ccc2c(c1)C(=O)N(C(Cc1ccc(O)cc1)C(=O)O)C2=O (stereo unspecified)	-1	-1.0	-5	1	8	-7	12	-25
N=C(N)SCc1cn(-c2ccccc2)nc1-c1ccc(Br)cc1	nt	76*	27	-9	7	-4	-5	nt
Cc1cc(NC(=O)Cn2cnc3c2c(=O)n(C)c(=O)n3C)n(-c2ccccc2)n1	3	15	1	-1	12	-7	-28	-19
COc1cc(CC(=O)OCC(=O)Nc2ncc(Cl)cc2Cl)cc(OC)c1OC	-10	5.2	6	-4	1	0	17	-3
O=C(/C=C/c1ccccc1)Nc1sc2c(c1C(=O)O)CCC2	7	-0.3	6	-2	0	6	32	-5
Cc1ccc(-c2nnc(Nc3ccc(C(=O)N(C)C)cc3)c3ccccc23)cc1S(=O)(=O)NC(C)(C)CO	0	1.3	-8	-3	-343	24	34	-11
CCOc1ccc2[nH]c(=O)c(CN(CCc3ccccc3)C(=O)N3CCOCC3)cc2c1	nt	-1.8	-17	-2	-243	-6	8	nt
CCc1ccc(N2CC(O)=C(c3nc4ccccc4c(=O)[nH]3)C2=N)cc1	9	0.0	1	0	-431	2	-8	8
CC(C)[C@H](NC(=O)c1ccco1)C(=O)OCC(=O)c1ccc(Br)s1	1	-0.6	-8	0	-3	-6	33	13
Brc1ccc(Oc2nnnn2-c2ccccc2)cc1	-10	-0.7	-5	2	10	-1	-7	-6
NC(=S)N/N=C/c1cccc(O)c1O	4	-2.1	-3	0	-129	12	6	11
C/C(CC(=O)NC1CCCC1)=N\NC(=O)c1ccc([N+](=O)[O-])c(Cl)c1	nt	0.7	-4	-2	10	-4	-7	nt

# A draw from above in order of count of non-hydrogen atoms, rising.
molecule	SENP7 inh	MPTP inh	ATG4B inh	NR3A LBD binder	SENP8 inh	HKDC1 inh	PfG6PD inh	SENP6 block
Brc1ccc(Oc2nnnn2-c2ccccc2)cc1	-10	-0.7	-5	2	10	-1	-7	-6
CC(C)[C@H](NC(=O)c1ccco1)C(=O)OCC(=O)c1ccc(Br)s1	1	-0.6	-8	0	-3	-6	33	13
O=C(Nc1ccc(NC(=O)C23CC4CC(CC(C4)C2)C3)cn1)c1ccco1	-12	-0.9	-1	-23	22	-3	20	-17

# An excerpt from above in order of their number in ATG4B inh, descending.
Structure	SENP7 inh	MPTP inh	ATG4B inh	NR3A LBD binder	HKDC1 inh	PfG6PD inh	SENP6 block
Cc1ccccc1-c1nn(-c2ccc(F)cc2F)cc1CNCC(C)O (stereo unspecified)	-1	-0.7	12	0	-7	1	-8
O=C(/C=C/c1ccccc1)Nc1sc2c(c1C(=O)O)CCC2	7	-0.3	6	-2	6	32	-5
COC(=O)C1CCN(C(=O)COC(=O)c2oc3ccccc3c2C)CC1	4	1.9	2	17*	1	-3	2
CCCCc1cc(=O)oc2cc(C)cc(OC(C)C(=O)NCc3ccccn3)c12 (stereo unspecified)	1	-1.6	-11	0	3	9	14

# The results go on.
molecule	SENP7 inh	MPTP inh	ATG4B inh	NR3A LBD binder	SENP8 inh	HKDC1 inh	PfG6PD inh	SENP6 block
CC(=O)NCCn1c(SCc2ccccc2C)nc2ccccc2c1=O	1	5.8	-16	1	17	2	1	-7
COc1ccc(C(=O)NNC(=O)CSc2nnc(C(C)C)n2C)cc1	-1	-1.9	6	-2	11	-6	-11	-9
C=CCn1c(=O)c2c(nc3n2CCCN3CCc2ccccc2)n(C)c1=O	3	-0.4	6	-3	26	-3	-5	16
Cc1ccc(-c2nnc(N(C)C(=O)c3ccncc3)s2)cn1	7	0.9	-9	2	-24	1	21	-5
C=CCOc1ccc(/C=C2\C(=N)N3N=C(S(=O)(=O)CC)SC3=NC2=O)cc1OC	-11	1.9	21	11*	-20	17	-41	-9
O=C1/C(=C/c2cccc([N+](=O)[O-])c2)CSc2ccc(Cl)cc21	9	6.5	3	-7	3	-3	-1	-7
O=C(NCc1nc2ccccc2[nH]1)C1=C[C@@H](C2CCCCC2)C[C@@H](OCCCCO)O1	2	1.1	-19	-3	10	3	0	-7
COc1ccc(S(=O)(=O)N(C)C[C@H]2Oc3c(NC(=O)Nc4c(C)noc4C)cccc3C(=O)N([C@@H](C)CO)C[C@H]2C)cc1	-7	-0.8	-2	1	4	-6	8	-7
O=C(CC1Oc2ccccc2NC1=O)NCCCN1CCOCC1 (stereo unspecified)	5	-1.8	-9	-3	2	-5	2	-8
C=CCC[C@H](Cc1ccc(F)cc1)C(=O)OC[C@@H](Cc1c[nH]c2ccccc12)NC(=O)[C@@H](CC=C)CC(=O)N[C@@H](CO)Cc1ccccc1	8	1.3	-18	16*	9	4	22	17
Cc1ccccc1C(=O)N1CCC(C(=O)Nc2cc(C(F)(F)F)ccc2N2CCCC2)CC1	-3	1.2	-16	0	11	5	-5	-11
CCn1cc(CN2CCc3c([nH]c4ccccc34)C2c2ccc(F)c(OC)c2)c(C)n1 (stereo unspecified)	5	-1.5	-10	-2	-130	5	13	-17
COc1cccc2cc(C(=O)NCCc3ccccc3)oc12	-5	-1.5	8	0	-6	-3	24	-11
C#CCOc1ccc(/C=N/NC(=O)c2cccnc2)cc1OCC	0	0.1	-2	-1	-35	-7	6	7
COc1ccc(OC)c(CNC(=O)CCNC(=O)Cn2ccc3ccccc3c2=O)c1	-4	-0.7	-3	-1	-8	-3	16	-17
O=C(O)C1CC1(c1ccccc1)c1ccccc1 (stereo unspecified)	0	0.3	7	4	4	2	-5	4
CCOC(=O)/C(=N\Nc1ccccc1Cl)N1CC(C)OC(C)C1 (stereo unspecified)	2	2.2	6	2	13	1	14	8
Cc1cnn(C(=O)c2cc(-c3ccccc3)nc3ccccc23)c1	-11	15	20	2	-114	-3	0	-4
CC(C)(C)N1C(=O)[C@H]2[C@@H](c3ccc(Br)cc3)N3C(=O)N(c4ccccc4)C(=O)[C@@]3(Cc3ccccc3)[C@H]2C1=O	-3	4.5	0	-6	10	-2	21	-3
COc1ccccc1CC(=O)NC12CC3CC(CC(C3)C1)C2	1	-0.2	-4	-5	9	-2	-8	7
S=C(NCCc1ccccc1)Nc1ccc(Nc2ccccc2)cc1	-6	1.3	10	23*	9	-4	23	-21
Cc1csc(=O)n1CCC(=O)OCC(=O)Nc1ncc(Cl)cc1Cl	-7	0.8	11	1	-8	-1	1	-7
CCOCCCn1c(=S)[nH]c2cc(C(=O)N3CCN(C4CCCCC4)CC3)ccc2c1=O	-2	-1.4	0	0	11	2	-8	17
O=C(COC(=O)Cc1n[nH]c(=O)c2ccccc12)Nc1c(Br)cc([N+](=O)[O-])cc1Br	nt	-0.4	3	1	8	1	7	nt

# High-throughput results from PubChem.
